Nrf2 activator – qHTS of Nrf2 Activators; AREc32 ARE-luciferase reporter (MCF7-derived line), luminescence, 24 h; Potency, µM (titrated, usually from 46.1 µM), for inactives: top-dose activation, usual class: activators; 410,000 compounds, 0.31% hits; AID 624171, 2012; note: potency is the fitted concentration of half-maximal effect; % of control where 0% means no effect; nearly all actives have a fitted effect of over 65% in size
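Cells of the AREc32 ARE-luciferase line are plated in OPTI-MEM containing 5% FBS and left overnight at 37 deg C. Compounds are pinned in, incubation continues 24 hr, and firefly luciferase signal is then measured.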
S2 tox – Viability Counterscreen for Primary qHTS for Inhibitors of ATXN expression. S2 cells (HEK-293 line with an ATXN2-luciferase reporter) viability, CellTiter-Fluor protease fluorescence, 24 h. Potency, µM (titrated, usually from 56.7 µM), actives largely listed as cytotoxic. 400,000 compounds, 0.49% hits. AID 651635, 2014; note: potency is the fitted concentration of half-maximal effect; nearly all actives have a fitted effect of over 40% in size
Nrf2 inh – Nrf2 qHTS screen for inhibitors; 360,000 compounds, 2.1% hits; Potency, µM (doses to about 46 µM), inactives show at the highest dose activity change, negative = inhibition, most hits filed as inhibitors; A549 ARE-Fluc reporter, luciferase luminescence, 18-24 h; note: potency is the fitted concentration of half-maximal effect; % is set by controls: 0 for no effect and ±100 for the full control effect; nearly all actives have a fitted effect of over 60% in size
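Nrf2 activity is the BugLite luminescence, read 15 min after reagent at room temperature, following CellTiter-Fluor cytotoxicity readout (30 min, 37C). Compound titrations were applied for 18-24 h to 5000 A549 ARE_Fluc cells/well in 5% FBS OPTI-MEM.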
HepG2 viability – qHTS for Inhibitors of TGF-b: Cytotox Counterscreen | HepG2 CAGA-GFP viability, ATP luminescence, 18 h | Potency, µM (doses to about 46.1 µM), for inactives: at the top dose activity change, negative = cytotoxicity, usual class: cytotoxic | 410,000 compounds, 0.76% hits; note: potency is the fitted concentration of half-maximal effect; some results filed as inactive show a strong effect at the top dose
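CellTiter-Glo luminescence gave cytotoxicity after 18 hours at 37 degrees C. The cells were HepG2 CAGA-GFP in 1% FBS DMEM, stimulated with 500 pg/mL TGF-beta after compound addition. %Activity was normalised to no-cell wells (complete cell-killing) and DMSO (no toxicity), and curves were fitted and classified.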
Akt phos inh – HTS Assay for Inhibitors of Akt Phophorylation: Primary Screen | 360,000 compounds, 0.32% hits | Neuro2A IGF-stimulated pAkt S473 HTRF, 20 min; active compounds read low | AID 651550, 2012 | activity change, % for hits at 50 µM; in the data active = activity change below about -80%; inconclusive = mostly about -51% to -80%; note: % is set by controls: 0 for no effect and ±100 for the full control effect
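Neuro2A cells (4,500/well, DMEM with 0.5% FBS) were treated with compound at a single 50 µM final concentration, stimulated with 6 nM IGF for 20 min at 37 °C, and lysed. Phospho-Akt Ser473 was read by HTRF as 665/615 ratio ×10^4.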
TGFb SMAD3 inh – qHTS for Inhibitors of TGF-b; HepG2 CAGA-GFP TGF-b/SMAD3 reporter, GFP fluorescence, 18 h; TGF-beta stimulated, 500 pg/mL final; Potency, µM (series often up to 46.1 µM), for the others: at the highest dose activity, negative = inhibition, actives largely listed as inhibitors; 410,000 compounds, 1.2% hits; AID 588855, 2011; note: potency is the fitted concentration of half-maximal effect; % is set by controls: 0 for no effect and ±100 for the full control effect; nearly all actives have a fitted effect of over 65% in size
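Smad-responsive CAGA-GFP expression was quantified in HEPG2 cells exposed to compounds and 500 pg/mL final TGF-beta for 18 h at 37 degrees C; unstimulated wells defined full inhibition.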
Mm-Cpn inhibitor – Inhibitors of TCP-1 ring complex (TRiC) of Methanococcus maripaludis (MmCpn): qHTS; 330,000 compounds, 0.031% hits; Potency, µM (top dose mostly 76.9 µM), for inactives: at the highest dose activity, negative = inhibition, usual class: inhibitors; AID 504842, 2011; purified Mm-Cpn ATPase, ADP Transcreener TR-FRET; note: potency is the fitted concentration of half-maximal effect; % is set by controls: 0 for no effect and ±100 for the full control effect; nearly all actives have a fitted effect of over 80% in size
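Eu-cryptate anti-ADP/ADP-d2 competition gives a ratio inversely related to ADP. Enzyme at 25 nM was pre-exposed to compound for 10 min, then given 10 uM ATP for 30 min, 37°C throughout.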
A549 tox – Nrf2 qHTS screen for inhibitors: counterscreen for cytotoxicity; 390,000 compounds, 0.16% hits; Potency, µM (highest dose often 46 µM), for inactives: top-dose activity change, negative = cytotoxicity, hits mostly inhibitors; A549 ARE-Fluc cells, CellTiter-Fluor viability, 18-24 h; note: potency is the fitted concentration of half-maximal effect; % is set by controls: 0 for no effect and ±100 for the full control effect
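Cytotoxicity counterscreen: CellTiter-Fluor fluorescence was measured in A549 ARE_Fluc cells after 18-24 h of compound exposure in a concentration series. The subsequent BugLite luminescent read reports ARE-luciferase activity.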
CCT chaperon mod – High-Throughput Screening for Modulators of Cytosolic Chaperonin Activity | activity change, % (no concentration beside the values), hits read low | purified chaperonin ATPase assay, HTRF ADP detection, 30 min | 360,000 compounds, 0.3% hits; in the data active = activity change below about -30%; note: % is set by controls: 0 for no effect and ±100 for the full control effect
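ATPase activity: ADP formed was measured by HTRF Transcreener (665/615 nm ratio) after 30 min at 37 deg C with 10 uM ATP. Compounds screened at one 76 uM concentration against 40 or 20 nM TRiC in Tris pH 7.4/KCl/MgCl2/DTT buffer.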
The depositor's hits bear a star; & = joins results of further samples. Unless noted, calls come from the whole dose curve; as a rule, active = well fitted curve in the direction sought with a large enough effect; inconclusive = small, poorly fitted or top-dose-only effect, or another doubt; inactive = no such curve, though single readings can be large; an effect the other way counts as inactive or inconclusive.

Start of the listing, in advance, 2 compounds:
How did CSCC[C@H](NC(=O)COc1ccc(Cl)cc1)c1nc2ccccc2[nH]1 do in these assays?
Nrf2 activator: 5.3%; S2 tox: inactive; Nrf2 inh: -20%; HepG2 viability: 11%; Akt phos inh: inactive; TGFb SMAD3 inh: inconclusive; Mm-Cpn inhibitor: 0%; A549 tox: 1%; CCT chaperon mod: -1.8

What do the screens show for `COc1ccc(NC(=O)CN2C(=O)NC3(CCCC3)C2=O)cc1S(=O)(=O)N1CCCCC1`?
Nrf2 activator: -0.1%; S2 tox: inactive; Nrf2 inh: 6%; HepG2 viability: 7%; Akt phos inh: inactive; TGFb SMAD3 inh: 2%; Mm-Cpn inhibitor: -3%; A549 tox: 0%; CCT chaperon mod: -0.9

The whole of this part, previewed entries included:
How did CSCC[C@H](NC(=O)COc1ccc(Cl)cc1)c1nc2ccccc2[nH]1 do in these assays?
Nrf2 activator: 5.3%; S2 tox: inactive; Nrf2 inh: -20%; HepG2 viability: 11%; Akt phos inh: inactive; TGFb SMAD3 inh: inconclusive; Mm-Cpn inhibitor: 0%; A549 tox: 1%; CCT chaperon mod: -1.8

What do the screens show for `COc1ccc(NC(=O)CN2C(=O)NC3(CCCC3)C2=O)cc1S(=O)(=O)N1CCCCC1`?
Nrf2 activator: -0.1%; S2 tox: inactive; Nrf2 inh: 6%; HepG2 viability: 7%; Akt phos inh: inactive; TGFb SMAD3 inh: 2%; Mm-Cpn inhibitor: -3%; A549 tox: 0%; CCT chaperon mod: -0.9

What do the screens show for `Cc1cc2nc(C)n3c4ccccc4nc3n2n1`?
Nrf2 activator: 10%; S2 tox: inactive; Nrf2 inh: 3%; HepG2 viability: 9%; TGFb SMAD3 inh: 32%; Mm-Cpn inhibitor: 0%; A549 tox: 1%; CCT chaperon mod: -2.5

Results for CN(C)/C=N/C(=S)Nc1ccccc1 ?
Nrf2 activator: 1.7%; S2 tox: inactive; Nrf2 inh: inconclusive; HepG2 viability: 0%; Akt phos inh: inactive; TGFb SMAD3 inh: -2%; Mm-Cpn inhibitor: -3%; A549 tox: 6%; CCT chaperon mod: -3.3

How did C=CCSC1=N/C(=C\c2sccc2C)C(=O)S1 do in these assays?
Nrf2 activator: 4.1%; S2 tox: inactive; Nrf2 inh: 2%; HepG2 viability: -19%; Akt phos inh: inactive; TGFb SMAD3 inh: -16%; Mm-Cpn inhibitor: -1%; A549 tox: -13%; CCT chaperon mod: -1.6

Results for CC(C(=O)O)(C1CCCCC1)C1(O)CCCCC1 (centres undefined) ?
Nrf2 activator: 0.2%; S2 tox: inactive; HepG2 viability: -4%; Akt phos inh: inactive; TGFb SMAD3 inh: -4%; CCT chaperon mod: 0.2

What do the screens show for `CC1CCCN(C(=O)c2ccc(S(=O)(=O)Nc3ccccc3Cl)cc2)C1` (centres undefined)?
Nrf2 activator: 2.0%; S2 tox: inactive; Nrf2 inh: -19%; HepG2 viability: 2%; Akt phos inh: inactive; TGFb SMAD3 inh: -10%; Mm-Cpn inhibitor: 2%; A549 tox: -3%; CCT chaperon mod: -1.3

Results for OC(Cn1ccnc1)c1ccc(Cl)cc1Cl (centres undefined) ?
Nrf2 activator: -0.3%; S2 tox: inactive; Nrf2 inh: -3%; HepG2 viability: -6%; Akt phos inh: inactive; TGFb SMAD3 inh: -14%; Mm-Cpn inhibitor: -1%; A549 tox: 0%; CCT chaperon mod: -5.5

What do the screens show for `CC(C)C(NC(=O)COc1ccc2ccccc2c1)C(=O)N/N=C/C=C/c1ccccc1` (centres undefined)?
Nrf2 activator: 0.5%; S2 tox: inactive; HepG2 viability: 2%; Akt phos inh: inactive; TGFb SMAD3 inh: -2%; Mm-Cpn inhibitor: 0%; A549 tox: 13%; CCT chaperon mod: -3.7

What do the screens show for `COc1cccc(CNC(=O)C2CCN(Cc3cc4ccccc4n3Cc3ccc(C)cc3)CC2)c1`?
Nrf2 activator: 7.3%; S2 tox: inconclusive; HepG2 viability: -6%; TGFb SMAD3 inh: -25%; A549 tox: -20%

How did COc1cccc(CN(C(=O)c2ccco2)C2CCS(=O)(=O)C2)c1 (centres undefined) do in these assays?
Nrf2 activator: -0.2%; S2 tox: inactive; Nrf2 inh: 2%; HepG2 viability: -6%; Akt phos inh: inactive; TGFb SMAD3 inh: 1%; Mm-Cpn inhibitor: 2%; A549 tox: -8%; CCT chaperon mod: 0.7

How did COc1ccccc1NS(=O)(=O)c1cccc(C(=O)NNC(=O)c2ccc(O)c(Cl)c2)c1 do in these assays?
Nrf2 activator: -0.5%; S2 tox: inactive; Nrf2 inh: inconclusive; HepG2 viability: 11%; Akt phos inh: inactive; TGFb SMAD3 inh: -1%; Mm-Cpn inhibitor: 5%; A549 tox: -1%; CCT chaperon mod: -6.6

Results for Cc1c(C(=O)OC2CCCCCC2)[nH]c2c1C(=O)CC(c1ccc(Cl)cc1)C2 (centres undefined) ?
Nrf2 activator: 0.6%; S2 tox: inactive; Nrf2 inh: inconclusive; HepG2 viability: 5%; TGFb SMAD3 inh: 6%; A549 tox: 8%

How did COC(=O)c1ccc(NC(=S)N(Cc2cccnc2)Cc2ccco2)cc1 do in these assays?
Nrf2 activator: -0.3%; S2 tox: inconclusive; Nrf2 inh: 0%; HepG2 viability: -22%; Akt phos inh: inactive; TGFb SMAD3 inh: -13%; Mm-Cpn inhibitor: -1%; A549 tox: 6%; CCT chaperon mod: -0.7

Results for Cc1ccc(S(=O)(=O)N2CCN(c3nc(-c4cccs4)nc4ccccc34)CC2)cc1 ?
Nrf2 activator: -0.1%; S2 tox: inactive; Nrf2 inh: 2%&9%&1%; HepG2 viability: 3%&8%; TGFb SMAD3 inh: 3%&4%; A549 tox: 2%&0%&-4%

Results for Cc1cc(Nc2ccc(N3CCC(C)CC3)cc2)n2ncnc2n1 ?
Nrf2 activator: -0.7%; S2 tox: inconclusive; Nrf2 inh: inconclusive; HepG2 viability: -22%; Akt phos inh: inactive; TGFb SMAD3 inh: -28%; Mm-Cpn inhibitor: -4%; A549 tox: -1%; CCT chaperon mod: -6.7

How did Cc1cc(N2CCOCC2)nc(C(C)C)n1 do in these assays?
Nrf2 activator: 0.0%; S2 tox: inactive; Nrf2 inh: 4%; HepG2 viability: -4%; Akt phos inh: inactive; TGFb SMAD3 inh: 2%; Mm-Cpn inhibitor: 1%; A549 tox: 4%; CCT chaperon mod: -3.8

How did O=C(Cn1cc(SCc2ccccc2)c2ccccc21)N1CCCCC1 do in these assays?
Nrf2 activator: 6.0%; Nrf2 inh: 4%; HepG2 viability: -26%; TGFb SMAD3 inh: 0%; A549 tox: -7%

What do the screens show for `Cc1ccc(NC(=O)CCNC(=O)Nc2ccccc2)cc1S(=O)(=O)N(C)C`?
Nrf2 activator: 0.4%; S2 tox: inactive; Nrf2 inh: inconclusive; HepG2 viability: -7%; Akt phos inh: inactive; TGFb SMAD3 inh: -5%; Mm-Cpn inhibitor: 2%; A549 tox: -1%; CCT chaperon mod: 1.0

Results for COC(=O)c1cc(NC(=O)c2c(F)c(F)c(F)c(F)c2F)cc(C(=O)OC)c1 ?
Nrf2 activator: inconclusive; S2 tox: inactive; Nrf2 inh: 14%; HepG2 viability: 2%; Akt phos inh: inactive; TGFb SMAD3 inh: -10%; Mm-Cpn inhibitor: 0%; A549 tox: 0%; CCT chaperon mod: 0.3

What do the screens show for `C(=N\Nc1ccccc1)/c1ccc(N2CCOCC2)cc1`?
Nrf2 activator: 0.5%; S2 tox: inactive; Nrf2 inh: inconclusive; HepG2 viability: -16%; Akt phos inh: inactive; TGFb SMAD3 inh: -3%; Mm-Cpn inhibitor: 0%; A549 tox: -3%; CCT chaperon mod: 2.3

How did CCOc1ccc(Cc2c(Cl)nc(N)nc2Cl)cc1 do in these assays?
Nrf2 activator: 2.4%; S2 tox: inactive; Nrf2 inh: 9%; HepG2 viability: -13%; Akt phos inh: inactive; TGFb SMAD3 inh: 6%; Mm-Cpn inhibitor: -24%; A549 tox: 14%; CCT chaperon mod: 0.9

How did CCOc1cnn(-c2ccccc2)c(=O)c1Cl do in these assays?
Nrf2 activator: inconclusive; S2 tox: inconclusive; Nrf2 inh: 4%; HepG2 viability: -11%; Akt phos inh: inactive; TGFb SMAD3 inh: 0%; Mm-Cpn inhibitor: -2%; A549 tox: -1%; CCT chaperon mod: -2.9

How did CN(CCN1CCOCC1)C(=O)CC1C(=O)NCCN1Cc1ccccc1C(F)(F)F (centres undefined) do in these assays?
Nrf2 activator: 2.3%; S2 tox: inactive; Nrf2 inh: 13%; HepG2 viability: 11%; Akt phos inh: inactive; TGFb SMAD3 inh: -13%; Mm-Cpn inhibitor: -2%; A549 tox: 0%; CCT chaperon mod: 0.6

How did CN1CCN(CCCNC(=O)CCc2nnc3n(Cc4ccccc4Cl)c(=O)c4ccccc4n23)CC1 do in these assays?
Nrf2 activator: 0.2%; S2 tox: inactive; Nrf2 inh: 8%; HepG2 viability: 2%; Akt phos inh: inactive; TGFb SMAD3 inh: 8%; Mm-Cpn inhibitor: -1%; A549 tox: -7%; CCT chaperon mod: 0.2

What do the screens show for `Cc1ccccc1-c1nnn(C/C(N)=N/O)n1`?
Nrf2 activator: -0.7%; S2 tox: inactive; Nrf2 inh: -9%; HepG2 viability: 6%; Akt phos inh: inactive; TGFb SMAD3 inh: 12%; Mm-Cpn inhibitor: -5%; A549 tox: 6%; CCT chaperon mod: 1.8

Screening results from PubChem.
